Screens deposited in PubChem BioAssay by The Scripps Research Institute Molecular Screening Center.
CHRM1 agonist: agonists of human M1 muscarinic receptor. P11229. CHO-K1 hM1, Fluo-8 calcium fluorescence, agonist mode; 0% DMSO, 100% acetylcholine EC100. activation, % at 3 µM. 0.33% of 360,000 active;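 active = activation above the run's mean compound activation plus 3 SD, cut at about 16% in these data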;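 also: peak over basal fluorescence ratio within a 140 s kinetic read after compound addition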
CHRM5 agonist: CHRM5 agonism in calcium assay; P08912; CHO-K1 hM5 cells, Fluo-8 calcium fluorescence; 0% DMSO wells, 100% maximal acetylcholine response; activation, % at 3 µM; 0.19% of 360,000 active; AID 624037;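 active = activation above the run's mean over test compounds plus 3 SD, cut at about 23% in these data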;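 also: signal is peak over basal fluorescence ratio across the kinetic read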
Target sequence (P08912 whole entry, looked up): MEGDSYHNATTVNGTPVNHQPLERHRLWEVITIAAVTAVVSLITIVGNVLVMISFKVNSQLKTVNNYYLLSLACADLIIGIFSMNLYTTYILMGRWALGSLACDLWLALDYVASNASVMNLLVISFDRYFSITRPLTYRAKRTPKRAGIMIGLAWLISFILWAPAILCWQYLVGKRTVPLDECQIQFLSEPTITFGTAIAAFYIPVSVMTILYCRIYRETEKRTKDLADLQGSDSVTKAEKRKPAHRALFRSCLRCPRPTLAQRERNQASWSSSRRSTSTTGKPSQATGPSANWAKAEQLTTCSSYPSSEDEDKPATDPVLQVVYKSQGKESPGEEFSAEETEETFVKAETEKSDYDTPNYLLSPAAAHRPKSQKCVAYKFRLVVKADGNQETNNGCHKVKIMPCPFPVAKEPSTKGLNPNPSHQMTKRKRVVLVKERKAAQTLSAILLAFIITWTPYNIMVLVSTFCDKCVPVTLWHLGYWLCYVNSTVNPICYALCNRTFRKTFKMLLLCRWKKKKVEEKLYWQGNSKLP
TAAR1 agonist: human TAAR1 agonism. Q96RJ0. CHO RD-HGA16 TAAR1, Fluo-8 calcium fluorescence; vehicle wells 0%, saturating PEA agonist 100%. activation, % at 3 µM. 0.99% of 360,000 active;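 active = activation above the mean activation of all test compounds in the run plus 3 SD, cut at about 38% in these data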
Target sequence (Q96RJ0 whole entry, looked up): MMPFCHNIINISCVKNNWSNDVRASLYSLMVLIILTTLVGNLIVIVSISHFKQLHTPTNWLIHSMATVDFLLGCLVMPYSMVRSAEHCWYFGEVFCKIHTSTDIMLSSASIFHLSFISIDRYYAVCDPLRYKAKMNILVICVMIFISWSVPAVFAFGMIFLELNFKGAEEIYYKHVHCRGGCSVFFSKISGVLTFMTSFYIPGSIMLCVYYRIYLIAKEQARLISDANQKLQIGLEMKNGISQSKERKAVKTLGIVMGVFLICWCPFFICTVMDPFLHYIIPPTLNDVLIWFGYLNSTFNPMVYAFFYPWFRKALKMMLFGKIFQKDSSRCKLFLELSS
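System: CHO-derived RD-HGA16 cells with stable Gα16 and human TAAR1. Times: 17-24 h plating, Fluo-8 75 min 37 °C, 30 min RT. Measured by: calcium-sensitive Fluo-8 signal, excitation 470-495, emission 515-575 nm. Read-out basis: % activation relative to PEA EC100 response. Control set: DMSO and PEA EC100. Repeats: no replicates (n 1).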
CHRM4 antagonist: CHRM4 antagonism in calcium assay; CHO-hM4 cells, ACh EC80, Fluo-8 calcium fluorescence; P08173; 0.73% of 360,000 active; inhibition, % at 3 µM;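 active = inhibition above its plate's cutoff, the mean inhibition of sample wells plus 3 SD, cut at about 27% in these data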;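 also: 0% = acetylcholine EC80 with DMSO and 100% = DMSO without agonist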
CHRM4 agonist: CHRM4 agonism in calcium assay | P08173 | 0.14% of 360,000 active | CHO-K1 hM4/Gqi5, Fluo-8 calcium fluorescence; vehicle 0%, full acetylcholine response 100% | AID 624127 | activation, % at 3 µM;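 active = activation above the run mean over all test wells plus 3 SD, cut at about 32% in these data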;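 also: peak over basal fluorescence ratio per well then scaled between controls; 0% = DMSO wells and 100% = acetylcholine at EC100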
CHRM5 PAM: potentiates acetylcholine response at human M5 receptor | AID 624038 | 0.3% of 360,000 active | activation, % at 3 µM | P08912 | CHO-K1 hM5, Fluo-8 calcium, ACh EC20 PAM; 0% = ACh EC20, 100% = ACh EC100;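 active = activation above the run cutoff, the mean activation of all test compounds plus 3 SD, cut at about 18% in these data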
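Assay system: CHO-K1 hM5 cells. Also added: acetylcholine at EC20 concentration, added after compound. Dosing: 3 µM, single dose. Times: compound preincubation 140 s before EC20 acetylcholine addition. Signal: Fluo-8 calcium fluorescence. Measure: % activation relative to EC20 and EC100 ACh responses. Repeats: singlicate, one well per test compound.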
M1 PAM: positive allosteric modulators of human M1 muscarinic receptor | activation, % at 3 µM | 0.088% of 360,000 active | P11229 | CHO-K1 hM1, Fluo-8 calcium fluorescence, ACh EC20; 0% = ACh EC20, 100% = maximal ACh; in the data active = activation above about 19%, passing the limit was not always enough
M1 antag: human CHRM1 antagonism | P11229 | CHO-K1 hM1, Fluo-8 calcium fluorescence, ACh EC80 antagonist | inhibition, % at 3 µM | 1.3% of 360,000 active | AID 588852;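 active = percent inhibition above its own plate's cutoff, namely the mean of that plate's compound wells plus 3 SD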;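 also: peak over basal fluorescence ratio during 140 s after agonist addition; 0% = ACh EC80 plus DMSO and 100% = DMSO alone without agonist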
M5 antag: antagonists of human muscarinic M5 receptor (CHRM5) | 0.59% of 360,000 active | inhibition, % at 3 µM | CHO-hM5 cells, Fluo-8 calcium fluorescence, ACh EC80;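 active = inhibition above a per-plate cutoff, the mean of that plate's test compounds plus 3 SD, cut at about 27% in these data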;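 also: 0% = acetylcholine EC80 with DMSO and 100% = DMSO without agonist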
Numbers without * were called inactive; nt = no result given. Not all compounds are listed; rates above refer to the full screens.

CHRM1 agonist	CHRM5 agonist	TAAR1 agonist	CHRM4 antagonist	CHRM4 agonist	CHRM5 PAM	M1 PAM	M1 antag	M5 antag	structure
-4	1	10	-2	0	0	6	-4	4	C=CC[C@H](CC(=O)OC(C)(C)C)C(=O)OC[C@H]1CCCN1C(=O)[C@H](CC=C)CC(=O)NCCO
-5	-5	-2	-1	-1	-2	2	-5	2	Cc1ccc(Nc2cc(-n3nc(C)cc3C)ncn2)c(C)c1
-4	0	6	-2	0	0	7	-7	-2	CCOC(=O)NC(Nc1ccc(C)cn1)(C(F)(F)F)C(F)(F)F
-1	3	3	2	1	9	10	-16	14	O=C(COC(=O)CCC(=O)c1ccc(F)cc1)NCCc1ccccc1
-1	-3	1	2	1	4	13	-19	9	CS(=O)(=O)c1ccc(Cl)c(NC(=O)CSC(=S)N2CCCC2)c1
-9	-6	1	-15	3	-1	-3	-3	-8	COc1ccccc1Oc1ccc(NC(=O)c2ccccc2C)cc1
-2	-2	0	0	1	-3	6	-15	1	COc1ccc(NC(=O)C(NC(C)=O)C(=O)Nc2ccc(F)cc2)cc1 (stereo unspecified)
-1	4	1	-9	4	8	10	-15	0	CC(C)[C@H](NS(=O)(=O)c1ccccc1)C(=O)OCC(=O)NCc1ccc2c(c1)OCO2
-3	0	1	-11	4	-4	7	-18	4	CCOc1ccc(-n2ccnc(SCC(=O)Nc3ccc(OC)cc3OC)c2=O)cc1
6	-2	6	7	1	-2	-4	-25	5	COc1cc(CNCCC2CCOC(C)(C)C2)ccc1O (stereo unspecified)
-4	1	10	-9	1	-1	7	-8	-4	Cc1cc(C#N)c(C)c(SCc2[nH]nc3c2C(c2ccccc2)C(C#N)=C(N)O3)n1 (stereo unspecified)
-3	-3	3	3	2	6	11	-19	-7	CC(C)OC(=O)c1ccc2nc3ccccc3nc2c1
-3	-3	4	3	1	-1	8	-3	-4	c1ccc(CSc2nnc([C@@H]3CCCN3)o2)cc1
-1	-2	3	3	2	-1	5	1	2	NS(=O)(=O)c1ccc(CNC(=O)c2sccc2-c2ccccc2)cc1
0	1	12	-17	3	0	6	-13	-6	CCOC(=O)C1=C(COC(=O)/C=C/c2cccc(Cl)c2)NC(=O)NC1C (stereo unspecified)
-2	-2	2	2	2	-3	4	-4	-1	CN(Cc1cccc(F)c1)C(=O)c1ccc2c(=O)n3c(nc2c1)CCC3
-3	-5	0	-2	0	-6	5	-4	6	C=CCNC(=O)/C(=C/c1ccco1)NC(=O)c1ccc(Br)o1
4	4	0	2	2	-5	16	-4	16	NC(=O)c1ccsc1NC(=O)COC(=O)c1cnccn1
-1	-3	5	-6	0	-5	4	-29	-6	CCOc1ccc(NS(=O)(=O)c2ccc3[nH]cc(C(=O)NCC4CCCO4)c(=O)c3c2)cc1 (stereo unspecified)
-7	-2	0	-5	3	-6	-6	6	4	Cc1ccc(-c2nc(C#N)c(N3CCCCC3)o2)cc1
-2	0	12	5	1	-5	-6	10	2	CS(=O)(=O)N(CC(=O)NCc1ccc2c(c1)OCO2)c1ccc(Cl)cc1
-5	5	9	-2	13	-9	1	3	13	CC(=O)c1ccc(Nc2ccc(-c3ccccc3F)nn2)cc1
-4	-4	5	-6	1	-1	11	-13	11	CC1CN(Cc2cnc(Cl)s2)CC(C)O1 (stereo unspecified)
-5	-1	1	-9	0	0	9	-4	1	O=C(Nc1ncc2c(n1)-c1ccccc1CC2)c1ccc(F)cc1
-7	-4	4	10	1	-1	7	-10	9	COc1ccc(CCN=C(N)C(C)c2ccccc2)cc1OC (stereo unspecified)
0	0	3	17	1	12	10	0	0	CC(=O)OCCCNc1cc(Sc2ccc(Cl)cc2)c2nonc2c1[N+](=O)[O-]
-1	-3	7	11	13	-8	-13	23	15	CCC(C)c1ccc(C(C)NC(=S)NC2CCCCC2)cc1 (stereo unspecified)
-4	-6	0	12	1	2	0	2	0	CCOCCCN(C)C1CCN(C(=O)c2oc3ccccc3c2NC(=O)Cc2ccc([N+](=O)[O-])cc2)CC1
0	-2	1	5	2	0	-2	5	7	CCOC(=O)N1CCC(NC(=O)CS(=O)(=O)Cc2nc(-c3cccc(Cl)c3)oc2C)CC1
-2	-3	1	-15	0	-5	5	-8	-1	CN(C(=O)c1cnccn1)c1c(N)n(Cc2ccccc2)c(=O)[nH]c1=O
0	0	0	0	0	-3	10	-8	6	CCNc1c(NCC)c(=O)c1=O
-4	-4	4	-1	-1	-2	6	-6	2	COC(=O)C(C)Sc1snnc1-c1ccccc1 (stereo unspecified)
-2	-4	-1	17	0	-3	-1	0	17	CCc1nnc(NC(=O)CCC(=O)Nc2ccc(OC)cc2OC)s1
-3	-1	12	-2	-1	-4	-3	-5	6	Cc1ccc(OCC(=O)n2nc(C)cc2C)c(Br)c1
-1	2	5	-7	-2	-7	10	-6	4	Cn1c(=O)n(CC(=O)Nc2cccnc2)c2ccccc21
-8	-2	nt	-5	2	-3	4	-10	2	O=C(C1CCN(S(=O)(=O)c2cccnc2)CC1)N1CCN(C2CCCC2)CC1
0	7	14	14	4	-7	-7	18	8	c1coc(CNc2nc(N3CCCCC3)nc3ccccc23)c1
-7	-3	-2	-8	1	-2	9	-8	7	Cc1oc2nc(SCC(=O)N3CCCCC3)nc(N)c2c1C
-9	-1	3	9	0	1	6	5	13	CN(Cc1ccccn1)Cc1nc(Cc2ccccc2Cl)no1
-8	-4	0	1	1	-6	3	3	1	Cc1cccc(Cc2nnc(CCC(=O)N(CC3CC3)CC3CCCO3)o2)c1 (stereo unspecified)
0	-1	2	-2	3	-7	2	2	14	O=C(c1ccc(CS(=O)(=O)Cc2ccccc2)cc1)N1CCCCC1
-6	-6	7	1	-1	3	6	-17	-7	Cc1cc(Nc2ccc(Br)cc2)nc2ccccc12
-4	0	-1	-7	11	-6	-7	11	7	COc1ccc(CCNS(=O)(=O)c2ccc(Cl)cc2)cc1OC
-5	-2	1	-1	3	-3	5	1	11	CCCNc1nc2c(c(=O)n(C)c(=O)n2C)n1Cc1ccc(F)cc1
-7	-1	-1	-3	1	0	4	-1	7	CCNC(=S)Nc1cc(C)ccn1
-10	-8	2	-2	1	-11	-16	16	13	Clc1ccc2c(c1)C(C1=NCCN1)c1ccccc1CS2 (stereo unspecified)
-2	-1	1	-17	0	-3	11	-10	0	CC1(NC(=O)Cc2ccc(S(=O)(=O)N3CCOCC3)s2)CCS(=O)(=O)C1 (stereo unspecified)
-7	-1	6	10	4	0	5	0	-4	CNS(=O)(=O)c1cccc(C(=O)OCC(=O)Nc2ccc(OC)cc2[N+](=O)[O-])c1
-6	-8	0	-6	1	3	-8	6	-3	CCCCN(C)CCNC(=O)C1CCN(S(=O)(=O)c2cccc3nsnc23)CC1
-3	-2	7	-9	13	-4	4	-6	2	CCN(CC)S(=O)(=O)c1ccc(Cl)c(NC(=O)COC(=O)C2CCCCC2)c1
0	-1	4	1	5	-7	-2	0	3	CCOc1ccc(NS(=O)(=O)c2ccc3c(c2)n(C)c(=O)n3C)cc1
-1	3	1	7	0	1	-1	0	-1	C=CCn1c(SCC(=O)Nc2ccc3c(c2)OCCO3)nnc1-c1ccccn1
-6	-1	4	6	-1	4	8	2	-6	Cc1nc(C(=O)Nc2ccc(F)cc2)nn1-c1ccc([N+](=O)[O-])cc1
-12	-6	3	-10	1	2	7	-8	1	Cc1cc(Cl)ccc1OC(C)C(=O)NCCc1ccc2c(c1)OCCO2 (stereo unspecified)
-5	-2	5	-3	1	-3	9	-6	6	O=C(CSc1nc(=O)n2ccccc2n1)NCc1ccccc1Cl
-4	-1	-2	5	0	-3	-6	7	4	Cc1cc(C(=O)OCC(=O)NC2CCCC(C)C2C)c(C)o1 (stereo unspecified)
-2	2	-2	-12	0	-6	3	-7	8	CCOc1ccc(Cl)cc1-c1cc(C(=O)NCCOC)[nH]n1
-2	1	0	-4	1	1	1	-11	-5	Nc1c(Sc2ccccc2)c(=O)[nH]c(=O)n1Cc1ccccc1
-4	-4	-1	-5	0	-2	4	-5	3	COc1cccc(/C=C2\SC(N3CCC(C)CC3)=NC2=O)c1OC
-5	-1	5	5	4	1	-7	11	4	COc1ccccc1N(C)S(=O)(=O)c1ccc(C)c(C(=O)N2CCCCCC2)c1
-1	1	4	0	1	-6	2	7	8	CC(C)n1c(SCC(=O)NCc2ccco2)nc2c1c(=O)n(C)c(=O)n2C
-3	1	5	3	1	2	5	3	-4	CC1=C(C)CC(C(=O)Nc2nc(-c3ccc(F)cc3)c(C)s2)C(C(=O)O)C1 (stereo unspecified)

4 entries from above, ordered by heavy-atom count, smallest number first.
CHRM1 agonist	CHRM5 agonist	TAAR1 agonist	CHRM4 antagonist	CHRM4 agonist	CHRM5 PAM	M1 PAM	M1 antag	M5 antag	structure
-2	1	0	-4	1	1	1	-11	-5	Nc1c(Sc2ccccc2)c(=O)[nH]c(=O)n1Cc1ccccc1
-6	-1	4	6	-1	4	8	2	-6	Cc1nc(C(=O)Nc2ccc(F)cc2)nn1-c1ccc([N+](=O)[O-])cc1
-1	1	4	0	1	-6	2	7	8	CC(C)n1c(SCC(=O)NCc2ccco2)nc2c1c(=O)n(C)c(=O)n2C
-6	-8	0	-6	1	3	-8	6	-3	CCCCN(C)CCNC(=O)C1CCN(S(=O)(=O)c2cccc3nsnc23)CC1
